Bioassay records deposited in PubChem BioAssay by National Center for Advancing Translational Sciences (NCATS).
Cycloheximide cs – affects cycloheximide protein synthesis inhibition readout, counter-screen | cell reporter, cycloheximide protein synthesis inhibition counterscreen | max response, % | 300,000 compounds, 12% hits; in the data active means max response mostly above about 13%, no sharp cut-off; inactive means mostly below about 14%; further: read at 38.3 µM for the half of the compounds with a filed dose; 0% is about no effect
Shiga toxin inh – Shiga toxin inhibition; 290,000 compounds, 9.2% hits; inhibition, % at 38.7 µM; Vero cells, Shiga toxin protein synthesis inhibition reporter; in the data active means inhibition mostly above about 28%, no sharp cut-off; inactive means mostly below about 43%; further: 0% is about no effect
AmpC inh no detg – AmpC beta-lactamase inhibition without detergent | P00811 | AmpC nitrocefin hydrolysis, absorbance 480 nm, 0.0001% Triton | Potency, µM (top dose mostly 57.1 µM), inactives show at the highest dose activity change, negative = inhibition, usual class: inhibitors | 330,000 compounds, 0.52% hits | AID 485341;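 further: potency means the concentration at half of the fitted maximal effect; plate controls were no compound for no effect and no enzyme for full effect; nearly all actives have a fitted effect of over 20% in size; some results filed as inactive show a strong effect at the top dose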
Target sequence (P00811 whole entry, looked up): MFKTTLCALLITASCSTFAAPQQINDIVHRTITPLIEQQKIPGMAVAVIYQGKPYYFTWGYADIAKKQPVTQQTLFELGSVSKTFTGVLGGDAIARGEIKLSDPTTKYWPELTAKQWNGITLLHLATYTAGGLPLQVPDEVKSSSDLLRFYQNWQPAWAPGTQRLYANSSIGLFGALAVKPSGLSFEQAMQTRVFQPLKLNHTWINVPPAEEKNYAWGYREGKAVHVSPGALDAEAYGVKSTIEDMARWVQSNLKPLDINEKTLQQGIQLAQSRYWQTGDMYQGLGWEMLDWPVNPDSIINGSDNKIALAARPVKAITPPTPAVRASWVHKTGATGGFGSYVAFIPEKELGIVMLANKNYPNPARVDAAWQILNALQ
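AmpC (5.3 nM in the dispensed reagent) in 20 mM phosphate pH 7.0 with 0.01% (detergent screen) or 0.0001% Triton X-100 was preincubated with compounds for 15 min at room temperature. Nitrocefin was then added from an 800 uM solution, and hydrolysis was followed at 480 nm.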
HCMV inh – inhibitors of human cytomegalovirus | HFF cells, HCMV-luciferase reporter, 72 h; active compounds read low | activity change, negative = inhibition, % at 57.5 µM | 410,000 compounds, 4.5% hits; in the data active means activity change below about -60%; inconclusive means no clear call, values can overlap the other calls; inactive means above about -39%; further: on the % scale 0 is the no-effect control and ±100 the full control effect
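Two-dose cell screen: HFF monolayers treated with compounds and infected with luciferase-expressing HCMV at 1 PFU/cell, 72 h at 37C, then lysed for luciferase measurement.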
FBPA Giardia inh – Giardia lamblia aldolase inhibition | A8B2U2 | purified Giardia FBPA | Potency, µM (doses to about 59.6 µM), inactives show at the highest dose activity, negative = inhibition, hits mostly inhibitors | 290,000 compounds, 0.71% hits; further: potency means the concentration at half of the fitted maximal effect; on the % scale 0 is the no-effect control and ±100 the full control effect; nearly all actives have a fitted effect of over 55% in size
Target sequence (A8B2U2 whole entry, looked up): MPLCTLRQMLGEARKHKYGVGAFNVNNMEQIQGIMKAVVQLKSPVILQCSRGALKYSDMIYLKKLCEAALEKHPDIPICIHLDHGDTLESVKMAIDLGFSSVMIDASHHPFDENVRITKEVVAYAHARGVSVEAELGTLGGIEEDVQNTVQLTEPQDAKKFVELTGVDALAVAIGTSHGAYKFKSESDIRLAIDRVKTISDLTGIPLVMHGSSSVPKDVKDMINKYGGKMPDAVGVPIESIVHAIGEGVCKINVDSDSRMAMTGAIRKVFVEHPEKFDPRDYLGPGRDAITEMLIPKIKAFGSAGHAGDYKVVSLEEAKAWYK
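Giardia FBPA (40 nM reagent) was preincubated 10 min at RT with compound (up to 57.5 uM final), then substrate plus GAPDH/TPI/NAD/arsenate coupling system with diaphorase/resazurin was added; resorufin fluorescence (525/598 nm) was read after 20 min.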
AmpC inh detg – blocks E. coli AmpC beta-lactamase in detergent assay | Potency, µM (titrated, usually from 114 µM), for the others: at the highest dose activity change, negative = inhibition, actives largely listed as inhibitors | AmpC hydrolysis of nitrocefin, absorbance 480 nm, 0.01% Triton | 370,000 compounds, 0.041% hits | AID 485294;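 further: potency means the concentration at half of the fitted maximal effect; 0% = no-compound wells and -100% = no-enzyme wells; nearly all actives have a fitted effect of over 25% in size; some results filed as inactive show a strong effect at the top dose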
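20 mM phosphate pH 7.0 + 0.01% (detergent screen) or 0.0001% Triton X-100; 5.3 nM AmpC reagent; cpd preinc 15 min RT; nitrocefin (800 uM stock) to start; A480 q20 s × 4 min; Activity was normalised to no-enzyme and no-compound control wells.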
AMA1 RON2 block – inhibitors of Plasmodium falciparum AMA1-RON2 interaction; AlphaScreen AMA1-biotinylated RON2 peptide binding; Potency, µM (highest dose often 58.2 µM), for inactives: at the top dose activity change, negative = inhibition, usual class: inhibitors; 360,000 compounds, 0.2% hits; AID 720542;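 further: potency means the concentration at half of the fitted maximal effect; 0% = vehicle wells and -100% = peptide control; nearly all actives have a fitted effect of over 45% in size; some results filed as inactive show a strong effect at the top dose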
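AMA1 (3D7) with his tag at 25 nM final met compounds first, then biotinylated RON2 peptide at 25 nM; detection used donor plus acceptor beads, 10 µg/mL apiece, read by AlphaScreen after 30 min at room temperature.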
* = called active by the depositor; u = inconclusive; x = no result given; & = joins results of further samples; [ ] = remark or other dose. Unless noted, the call rests on the fitted dose curve; in most records, active means well fitted curve in the direction sought with a large enough effect; inconclusive means small, poorly fitted or top-dose-only effect, or another doubt; inactive means no such curve, though single readings can be large; an effect the other way counts as inactive or inconclusive.

Letters – A = Cycloheximide cs; B = Shiga toxin inh; C = AmpC inh no detg; D = HCMV inh; E = FBPA Giardia inh; F = AmpC inh detg; G = AMA1 RON2 block
1: O=C(NCCc1ccccn1)C1CCCN1S(=O)(=O)c1ccc(Cl)cc1 (stereo not given)
  A: -1; B: 8; C: 2%; D: -17; E: 3%; F: -21%; G: 23%

2: Cc1cc(C)n(Cc2ccccc2)c(=O)c1S(=O)(=O)c1ccccc1
  A: -2; B: -14; C: -4%; D: u; E: 3%; F: -10%; G: 3%

3: CCOc1ccc(Cl)cc1CN1CCOCC1
  A: 14; B: 37; C: 0%; D: 11; E: -14%; F: 3%; G: -4%

4: COc1ccc(NS(=O)(=O)c2ccc3oc(SCc4ccc(F)cc4)nc3c2)cc1
  A: -2; B: -13; C: -6%; D: -61*; E: -4%; F: -10%; G: 6%[11.6 µM]

5: O=C(c1ccc(NC(=S)NCc2ccc(Cl)cc2)cc1)N1CCCCC1
  A: -4; B: 40; C: -22%; D: -15; E: -1%; F: -8%; G: -2%

6: CN(C)C(=O)C(OC(=O)c1ccc2c(c1)CCCC2)c1ccccc1 (stereo not given)
  A: 2; B: -3; C: 92%[activator]; D: -14; E: -5%; F: u; G: -8%

7: O=C(Nc1nc2ccccc2n1Cc1ccccc1)c1ccco1
  A: 26*; B: 27; C: -17%; D: -35; E: -11%; F: -6%; G: -1%

8: O=C(NCCCN1CCOCC1)c1ccc(N2CCCC2)c([N+](=O)[O-])c1
  A: 1; B: 1; C: -33%; D: -13; E: 2%; F: -5%; G: -11%

9: CC(C)CC(CO)N1CCN(C(=O)c2cccc(C(F)(F)F)c2)CCC1=O (stereo not given)
  A: -3; B: -15; C: 1%; D: -2; E: 2%; F: 0%; G: 9%

10: COc1ccc(NC(=S)N(CCN(C)C)Cc2cccs2)cc1
  A: -1; B: -21; C: -35%; D: 9; E: 4%; F: 3%; G: -19%

Reprinted from the part before: six compounds; new compounds follow.
Letters – A = Cycloheximide cs; B = Shiga toxin inh; C = AmpC inh no detg; D = HCMV inh; E = FBPA Giardia inh; F = AmpC inh detg; G = AMA1 RON2 block
5: O=C(c1ccc(NC(=S)NCc2ccc(Cl)cc2)cc1)N1CCCCC1
  A: -4; B: 40; C: -22%; D: -15; E: -1%; F: -8%; G: -2%

6: CN(C)C(=O)C(OC(=O)c1ccc2c(c1)CCCC2)c1ccccc1 (stereo not given)
  A: 2; B: -3; C: 92%[activator]; D: -14; E: -5%; F: u; G: -8%

7: O=C(Nc1nc2ccccc2n1Cc1ccccc1)c1ccco1
  A: 26*; B: 27; C: -17%; D: -35; E: -11%; F: -6%; G: -1%

8: O=C(NCCCN1CCOCC1)c1ccc(N2CCCC2)c([N+](=O)[O-])c1
  A: 1; B: 1; C: -33%; D: -13; E: 2%; F: -5%; G: -11%

9: CC(C)CC(CO)N1CCN(C(=O)c2cccc(C(F)(F)F)c2)CCC1=O (stereo not given)
  A: -3; B: -15; C: 1%; D: -2; E: 2%; F: 0%; G: 9%

10: COc1ccc(NC(=S)N(CCN(C)C)Cc2cccs2)cc1
  A: -1; B: -21; C: -35%; D: 9; E: 4%; F: 3%; G: -19%

11: CCc1ccc(OCc2ccc(C(=O)OC)o2)cc1
  A: 67*; B: 154*; C: -15%; D: 37; E: 9%; F: -8%; G: 23%

12: COc1ccc(C(=O)n2cc(C(=O)c3cc(C)ccc3O)cn2)cc1
  A: -3; B: 19; C: -21%; D: -67*; E: 8%; F: -11%; G: -11%

13: CCOCCCNC(=O)c1ccc2c(c1)ncn2-c1ccc(C)cc1C
  A: -3; B: -3; C: 36%; D: -29; E: -7%; F: -5%; G: 5%

14: Cc1ccc(/C=C/C(=O)OCC(=O)N2CC(=O)Nc3ccccc32)o1
  A: -2; B: -11; C: -30%; D: -6; E: 5%; F: 2%; G: -2%

15: CCOC(=O)c1c(NC(=O)CC2SC(=NC)N(C)C2=O)sc(C)c1C (stereo not given)
  A: -1; B: 13; C: 20%; D: -3; E: 0%; F: 0%; G: 0%

16: Cc1cc(=O)[nH]c2nnnn12
  A: 4; B: -4; C: -4%; D: 0; E: -5%; F: -8%; G: 12%

17: COc1ccc(N2CCN(C(=O)CSc3nnc(COc4cccc5cccnc45)o3)CC2)cc1
  A: 2; B: -1; C: 55%; D: 10; E: 3%; F: -3%; G: -13%

18: O=C(Nc1ccccc1)c1ccc(Nc2c([N+](=O)[O-])cc([N+](=O)[O-])c3ccccc23)cc1
  A: -4; B: 14; C: -18%; D: -74*; E: 3%; F: -2%; G: -26%

19: CN(CC(=O)NC1CC(C)(C)NC(C)(C)C1)S(=O)(=O)c1cc(Cl)ccc1Cl
  A: 1; B: -13; C: -16%; D: -8; E: 2%; F: -2%; G: 13%

20: Cc1csc(NC(=O)c2ccc3ccccc3n2)n1
  A: 42*; B: 98*; C: -18%; D: 7; E: -8%; F: -20%; G: 36%[activator]

21: CC1CN(S(=O)(=O)c2cc(C(=O)NCCC3=CCCCC3)ccc2Cl)CC(C)O1 (stereo not given)
  A: x; B: x; C: 40%; D: -82*; E: x; F: 4%; G: -15%

22: CC(C)(C)c1cc(=O)n2[nH]c(N)nc2n1
  A: 14; B: 40; C: -1%; D: -26; E: -11%; F: 3%; G: 69%[activator]

23: CCCCSc1nc(C)nc2c1c(=O)n(C)c(=O)n2C
  A: -1; B: -2; C: 8%; D: -9; E: 17%; F: -12%; G: -3%

24: C/C(=C\C(=O)c1ccc(Br)cc1)NCc1ccc2c(c1)OCO2
  A: -3; B: -2; C: -44%; D: -19; E: 7%; F: 2%; G: 15%

25: CS/C(=C\[N+](=O)[O-])Nc1ccc(Cl)cc1
  A: -2; B: -5; C: -39%; D: -30; E: 8%; F: -1%; G: 11%

26: C=CCN=C1CC(C)(C)C(C(=O)OC)C(O)=C1C(=O)CCC (stereo not given)
  A: 11; B: -7; C: -2%; D: 7; E: 1%; F: 4%; G: 7%

27: CCn1c(CNC(=O)c2ccc(OC)c(OC)c2)nnc1SCC(=O)Nc1ccc(OC)cc1
  A: -1; B: 8; C: 10%; D: -37; E: 1%; F: 4%; G: -4%

28: CCOC(=O)C(C)Sc1ncc(-c2ccc(Cl)cc2)cn1 (stereo not given)
  A: 13*; B: -11; C: 1%; D: 16; E: 3%; F: 4%; G: 103%[activator]

29: CN(C)CCCCOc1ccc(F)cc1
  A: -4; B: -12; C: -9%; D: -7; E: -26%; F: 2%; G: -18%

30: COc1ccc(-c2csc3nc(C)nc(N4CCCCC4)c23)cc1OC
  A: 7; B: 28; C: 34%; D: 85; E: 2%; F: u; G: -19%

31: Cc1ccc2nc(Nc3nc(C)cc(-c4ccccc4)n3)[nH]c(=O)c2c1
  A: -1; B: -17; C: 1%; D: u; E: 3%; F: -2%; G: 12%

32: CC(OC(=O)c1ccc(NC(=O)CC#N)cc1)C(=O)Nc1nc(-c2ccccc2)cs1 (stereo not given)
  A: x; B: x; C: -49%; D: 41; E: x; F: u; G: -2%

33: C/C(=N\NS(=O)(=O)c1ccccc1)c1cc(Cl)cc(Cl)c1O
  A: -2; B: -14; C: -35%; D: 28; E: u; F: -2%; G: -12%

34: COc1cccc(NC(=O)C2C3CCC4C(CCC32)C4(Cl)Cl)c1 (stereo not given)
  A: 15*; B: 40; C: u; D: u; E: -4%; F: -9%; G: 5%

35: CCC(=O)Nc1cc(-c2nn(C)c(=O)c3ccccc23)ccc1OC
  A: -1; B: 22; C: -14%; D: 130; E: -11%; F: u; G: -7%

36: Cc1ccnc(NC(=O)c2ccc(S(=O)(=O)N3CCCC3)cc2)c1
  A: x; B: x; C: -26%; D: -37; E: x; F: -15%; G: 5%

37: COc1ccc(C2=NN(c3ccc(C(=O)O)cc3)C(c3ccc(OC)c(OC)c3)C2)cc1 (stereo not given)
  A: 39*; B: 53*; C: -39%; D: -33; E: x; F: 3%; G: 0%

38: Nc1nnc(Cc2c[nH]c3ccccc23)s1
  A: -2; B: 64; C: -23%; D: 65; E: -7%; F: u; G: -22%

39: N#CC12COC3(CCCCC3C1(C#N)C#N)OC2=N (stereo not given)
  A: -2; B: -10; C: -8%; D: 16; E: -28%; F: 0%; G: -4%

40: CC(C)Cn1c(N)c(C(=O)CSc2nc3ncc(Cl)cc3[nH]2)c(=O)n(C)c1=O
  A: x; B: x; C: -34%; D: -14; E: x; F: -23%; G: -1%

41: O=C1CC(=O)Nc2cc(S(=O)(=O)N3CCOc4ccc(Cl)cc43)ccc2N1
  A: -5; B: 19; C: -25%; D: -20&0; E: -4%; F: -9%&-1%; G: -8%

42: CN(CC(=O)Nc1c(Cl)cccc1Cl)C(=O)c1cccc(-n2cccc2)c1
  A: x; B: x; C: -29%; D: -29; E: x; F: -7%; G: -8%

43: O=C(NCc1ccc(Cl)cc1)c1cccnc1
  A: -2; B: 24; C: -17%; D: 1; E: 4%; F: u; G: -11%

44: O=C(Cn1c(=O)n(Cc2ccco2)c(=O)c2c3c(sc21)CCCCC3)Nc1ccccc1
  A: 6; B: 15; C: -54%; D: -15; E: -8%; F: 1%; G: -23%

45: COc1cc(NC(=O)c2ccc(C)cc2)ccc1NC(=O)c1cc2ccccc2o1
  A: -2; B: -8; C: -7%; D: 9; E: 5%; F: 4%&16%; G: 5%

46: Cc1cnc(N)c2c(=O)oc3ccccc3c12
  A: 1; B: 22; C: -15%; D: 67; E: -5%; F: -13%; G: -2%

47: O=C(NCCCc1ccccc1)c1cnc2n(c1=O)CCS2
  A: 38*; B: 63*; C: -2%; D: 39; E: 10%; F: -5%; G: 20%

48: CC(C)OC(=O)CCCCCN1C(=O)CSC1=S
  A: -4; B: -6; C: -14%; D: -17; E: 7%; F: 1%; G: -10%

49: COc1ccc(CC(NC(C)=O)C(=O)NC2CCN(C(=O)c3cnccn3)CC2)cc1 (stereo not given)
  A: -2; B: -15; C: -21%; D: -6; E: 5%; F: 2%; G: 4%

50: N#CC(c1cccc(Cl)c1)c1ccc2c(C(F)(F)F)cc(C(F)(F)F)nc2n1 (stereo not given)
  A: 20; B: 4; C: x; D: -104*; E: -26%; F: 1%; G: u

51: Cc1cc(Br)ccc1NC(=O)CN(C)C(=O)c1cc(S(=O)(=O)N(C)C)ccc1N1CCCC1
  A: -2; B: -12; C: 105%[activator]; D: 14; E: x; F: -3%; G: 16%

52: COc1ccc(-c2ccc(C(=O)C3CC3)cc2)cc1
  A: 16*; B: 65*; C: -16%; D: 253; E: 4%; F: -1%; G: 1%

Rows were taken by chance. Share with any hit: about 16%.
